# High-throughput results from PubChem.
# ROCK2 blocker: ROCK2 (human) kinase inhibition; O75116; purified ROCK2, Kinase-Glo ATP depletion luminescence; inhibition, % at 6 µM; 60,000 compounds, 0.35% hits; AID 604;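 active means inhibition above the screen-wide mean inhibition plus 3 SD, cut at about 18% in these data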;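 further: plate controls were DMSO wells for no effect and Y-27632 control wells after no-enzyme background subtraction for full effect; many of its hits are not listed in these tables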
# TNAP act DEA: activators of human TNAP at intermediate phosphate acceptor; P05186; activation factor at 20 µM; 64,000 tested, under 10 active; purified TNAP, CDP-star luminescence, 100 mM DEA, 30 min; active compounds read high; scale: 0 levamisole-inhibited, 1 vehicle-only enzyme; AID 813;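 active means activation factor of at least 2 at 20 µM, relative to controls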
# HEK293 NFkB inh: lowers PMA/ionomycin-induced NF-kB signal in HEK293 cells; HEK-293 NF-kB luciferase reporter, luminescence; inhibition, % at 3 µM; 62,000 compounds, 0.21% hits; AID 465;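 active means inhibition above the mean of all tested compounds plus 3 SD, cut at about 40% in these data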;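 further: 0% = stimulated DMSO wells and 100% = 10 µM reference inhibitor 5653914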
#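 System: NF-kB luciferase reporter HEK-293 cells | Replication: Single test | Control set: DMSO vs reference inhibitor | Evaluation: % inhibition | Schedule: 1 h pretreatment, 16 h stimulation, 37 °C | Probe or stimulus: PMA with ionomycin | Compound dosing: One dose, 3 µM | Detection: Luciferase luminescence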
# MKP-1 inh: inhibitors of human MKP-1 phosphatase; P28562; recombinant MKP-1, OMFP hydrolysis fluorescence; inhibition, %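 (compounds tested at a single concentration somewhere between 10 and 100 µM)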; 65,000 compounds, 0.15% hits; AID 374;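 active means inhibition above about 50%, limit read from the data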;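 further: 0% = DMSO max control wells and 100% = wells with enzyme stopped by NaOH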
# MMP-13 inhibitor: inhibitors of human MMP13; MMP-13 fTHP FRET cleavage, Mca fluorescence; 65,000 compounds, 0.07% hits; P45452; inhibition, % at 4 µM;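 active means inhibition above the mean of compound-free control plate wells plus 3 SD, cut at about 14% in these data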;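 further: 0% = DMSO wells and 100% = wells with reference MMP-13 inhibitor after basal subtraction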
# PKA inh: blocks human protein kinase A activity; P17612; 65,000 compounds, 0.1% hits; AID 524; PKA Kemptide phosphorylation, Kinase-Glo ATP luminescence; inhibition, % at 6 µM;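 active means inhibition above the screen-wide mean inhibition plus 3 SD, cut at about 21% in these data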; further: many of its hits are not listed in these tables
# Jurkat viability: reduces viability or proliferation of Jurkat cells; inhibition, % at 4 µM; 56,000 compounds, 1.2% hits; Jurkat E6.1 viability, ATP luminescence, 48 h;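 active means inhibition above the mean inhibition of all tested compounds plus 3 SD, cut at about 28% in these data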
# Cdc25B block: human M-phase inducer phosphatase 2 inhibition; P30305; recombinant Cdc25B, OMFP fluorescence Ex485/Em525; inhibition, %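 (compounds tested at 10 µM final in the well)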; 65,000 compounds, 0.1% hits; in the data active means inhibition above about 50%
# Target sequence (P30305 whole entry, looked up): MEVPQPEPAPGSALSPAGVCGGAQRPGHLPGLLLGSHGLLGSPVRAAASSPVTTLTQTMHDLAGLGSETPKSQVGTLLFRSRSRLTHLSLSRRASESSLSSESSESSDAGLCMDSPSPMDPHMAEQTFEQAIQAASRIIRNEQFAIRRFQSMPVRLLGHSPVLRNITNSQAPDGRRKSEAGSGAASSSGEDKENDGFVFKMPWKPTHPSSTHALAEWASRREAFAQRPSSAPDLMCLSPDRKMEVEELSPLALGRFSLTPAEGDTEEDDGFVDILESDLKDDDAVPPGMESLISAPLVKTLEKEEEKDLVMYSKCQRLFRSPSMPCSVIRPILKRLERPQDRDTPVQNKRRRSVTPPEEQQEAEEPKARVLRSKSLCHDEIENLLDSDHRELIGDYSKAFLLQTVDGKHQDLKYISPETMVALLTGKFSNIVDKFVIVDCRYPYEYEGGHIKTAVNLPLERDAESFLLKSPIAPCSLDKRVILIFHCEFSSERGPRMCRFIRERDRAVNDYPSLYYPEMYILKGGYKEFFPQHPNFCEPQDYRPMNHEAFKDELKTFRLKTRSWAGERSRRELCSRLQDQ
# JNK3 blocker: JNK3 (human) kinase inhibition; 60,000 compounds, 0.61% hits; AID 746; inhibition, % at 8 µM; P53779; purified JNK3 kinase activity, HTS; in the data active means inhibition above about 17%;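 further: 0% = DMSO and 100% = reference inhibitor; many of its hits are not listed in these tables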
# Target sequence (P53779 whole entry, looked up): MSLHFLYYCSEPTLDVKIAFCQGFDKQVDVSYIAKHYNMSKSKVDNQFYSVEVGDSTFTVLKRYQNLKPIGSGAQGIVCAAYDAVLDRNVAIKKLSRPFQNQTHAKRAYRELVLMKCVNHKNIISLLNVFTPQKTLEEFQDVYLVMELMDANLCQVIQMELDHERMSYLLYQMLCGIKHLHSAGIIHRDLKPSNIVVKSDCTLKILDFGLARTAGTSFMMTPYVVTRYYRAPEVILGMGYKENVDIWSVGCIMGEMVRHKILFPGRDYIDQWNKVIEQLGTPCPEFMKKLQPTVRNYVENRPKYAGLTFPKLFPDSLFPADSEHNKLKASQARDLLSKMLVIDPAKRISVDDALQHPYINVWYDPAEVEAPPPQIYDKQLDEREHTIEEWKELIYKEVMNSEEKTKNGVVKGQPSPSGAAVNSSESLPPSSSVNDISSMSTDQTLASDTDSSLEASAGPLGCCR
# Active calls of the source: *; x = no result given; [ ] = dose if it differs, or a comment.
1: c1ccc(CSc2nnc(-c3ccco3)c(-c3ccco3)n2)cc1
2: CCS(=O)(=O)NCC(c1cccnc1)N1CCN(c2ccccc2OC)CC1 (configuration not stated)
3: COC(=O)c1sc2cnccc2c1N
4: Cc1c(C(=O)NCc2cccnc2)oc2ccc(S(=O)(=O)N3CCCC(C)C3)cc12 (configuration not stated)
5: COC(=O)c1ccccc1NC(=O)c1cc(-c2ccc(OC)c(OC)c2)on1
6: CCCC(c1nnnn1CS(=O)(=O)c1ccc(C)cc1)N1CCN(c2ccccc2)CC1 (configuration not stated)

Screen / compound no.,1,2,3,4,5,6
ROCK2 blocker,-1,-1,42*,x,-2,0
TNAP act DEA,0.9,1,1,0.8,0.8,0.9
HEK293 NFkB inh,8,16,1,22,20,24
MKP-1 inh,34,12,7,21,-3,2
MMP-13 inhibitor,5,-1,-194[fluorescence artefact?],4,3,3
PKA inh,2,1,17,2,-2,-4
Jurkat viability,5,3,-5,x,-3,-4
Cdc25B block,50*,-13,-13,-14,-20,-9
JNK3 blocker,-6,-1,3,x,-4,4

7: CC(NC(=O)Cn1cnc2c1c(=O)n(C)c(=O)n2C)c1ccccc1 (configuration not stated)
8: CCOC(=O)c1cc(CC)sc1NC(=O)C1CC1
9: CCOc1ccc(-c2nnn(CCC(=O)O)n2)cc1OC
10: C=CCc1cccc2cc(C(=O)N(CC)CC)c(=O)oc12
11: Cc1noc(C)c1CSc1nnc2scc(-c3ccc(Cl)cc3)n12
12: O=C(NCC(=O)N(c1ccccc1F)C(C(=O)NCC1CCCO1)c1ccccc1)c1ccco1 (configuration not stated)

Screen / compound no.,7,8,9,10,11,12
ROCK2 blocker,2,8,4,2,4,0
TNAP act DEA,1,0.8,0.9,0.9,0.8,0.9
HEK293 NFkB inh,17,x,5,9,6,2
MKP-1 inh,6,-21,9,7,7,11
MMP-13 inhibitor,5,4,1,-3,1,1
PKA inh,5,4,10,-3,6,1
Jurkat viability,-3,x,-4,0,-6,-1
Cdc25B block,2,12,-4,17,-12,4
JNK3 blocker,-4,11,9,10,-4,7

13: CC1CN(c2nc3c(c(=O)[nH]c(=O)n3C)n2Cc2ccccc2F)CC(C)O1 (configuration not stated)
14: CC(=O)c1cc(OC(=O)N2CCOCC2)ccc1OC(=O)N1CCOCC1
15: Cc1ccc(-c2nc(C#N)c(NCc3cccc4c3OCO4)o2)cc1
16: COCCCNC(=O)CSc1ccc(Cl)cc1
17: CC(=O)Nc1ccc(S(=O)(=O)N2CCN(CCC#N)CC2)cc1
18: Clc1ccc(C2=Nn3c(nnc3-c3n[nH]c4c3CCC4)SC2)cc1Cl

Screen / compound no.,13,14,15,16,17,18
ROCK2 blocker,x,2,6,6,-2,0
TNAP act DEA,0.9,1,0.9,0.8,0.9,1.1
HEK293 NFkB inh,9,15,2,5,7,21
MKP-1 inh,-5,4,13,-10,12,40
MMP-13 inhibitor,0,0,-59[fluorescence artefact?],4,6,5
PKA inh,-6,-1,7,10,2,5
Jurkat viability,x,-2,3,-1,-5,16
Cdc25B block,4,1,7,-9,2,0
JNK3 blocker,x,3,-5,-3,-1,7

19: CC(C)c1cc(Nc2cccc(O)c2)cc(C(C)C)c1O
20: COCCOC(=O)c1[nH]c2c(c1C)C(=O)CC(c1ccc(F)cc1)C2 (configuration not stated)
21: CNC(=O)Nc1ccccc1NC(=O)NC
22: COCCOc1ccc(C(F)(F)F)cc1NC(=O)COC(=O)c1c(C)noc1C
23: COc1ccccc1NC(=O)C1=C(C)Nc2nc(-c3cccs3)nn2C1c1cccnc1 (configuration not stated)
24: COCCn1c(SCC(=O)Nc2sc(C)c(C)c2C#N)nnc1-c1ccc(OC)cc1

Screen / compound no.,19,20,21,22,23,24
ROCK2 blocker,4,5,2,5,3,-1
TNAP act DEA,0.8,0.9,0.9,1,0.9,0.9
HEK293 NFkB inh,12,8,3,4,12,17
MKP-1 inh,23,6,11,23,2,8
MMP-13 inhibitor,2,-1,-1,-9,4,6
PKA inh,-2,5,-4,4,1,4
Jurkat viability,-4,75*,0,0,2,0
Cdc25B block,8,2,-9,-7,-4,-1
JNK3 blocker,-1,4,1,-4,-3,-6

25: COc1cccc(OC)c1OCC(O)CN1CCN(c2ccccc2)CC1 (configuration not stated)
26: COc1ccccc1-c1nc(C(N)=O)c2[nH]c(=O)n(-c3cccc(C)c3)c2n1
27: COc1cc(CSc2ncn[nH]2)c(OC)cc1CSc1ncn[nH]1
28: Cc1occc1-c1nnc(SCC(=O)c2ccc(Cl)cc2)n1C
29: N#Cc1nc(COc2cccc(Cl)c2)oc1NCc1ccncc1
30: COc1ccc(OC)c(NC(=O)CCN2CCCC(C)C2)c1 (configuration not stated)

Screen / compound no.,25,26,27,28,29,30
ROCK2 blocker,1,6,5,2,3,4
TNAP act DEA,1,1,0.4,0.9,0.9,1
HEK293 NFkB inh,-1,7,12,9,7,18
MKP-1 inh,-1,31,-12,-18,-2,-22
MMP-13 inhibitor,0,-12,6,2,-2,-2
PKA inh,2,3,13,2,4,9
Jurkat viability,-3,-2,0,6,-5,4
Cdc25B block,-2,-7,-3,8,-3,2
JNK3 blocker,5,6,-5,8,2,-7

31: O=C(CSc1nnnn1-c1ccccc1)Nc1nsc(-c2ccc(Cl)cc2)n1
32: CCCCS(=O)(=O)N1CN(S(=O)(=O)CCCC)C2NC(=O)NC21 (configuration not stated)
33: CCOC(=O)C1CCN(C(=O)c2cc(S(=O)(=O)N3CCOCC3)c(Cl)cc2Cl)CC1
34: Cc1nc2oc3c(NCC4CCCO4)ncnc3c2c2c1COC(C)(C)C2 (configuration not stated)
35: O=C(CCn1c(=O)oc2ccccc21)N1CCN(c2ccccc2F)CC1
36: CCCCNc1cc(C(=O)O)cc(S(N)(=O)=O)c1Oc1ccccc1

Screen / compound no.,31,32,33,34,35,36
ROCK2 blocker,1,6,4,6,2,2
TNAP act DEA,0.8,0.9,0.9,0.9,0.9,0.9
HEK293 NFkB inh,7,13,24,20,12,x
MKP-1 inh,27,6,8,-15,-4,-12
MMP-13 inhibitor,-23,-5,6,-158[fluorescence artefact?],3,-25
PKA inh,0,5,10,9,7,-6
Jurkat viability,-6,-4,0,-3,-9,x
Cdc25B block,8,-20,-2,5,-3,3
JNK3 blocker,4,-5,-3,7,1,-4

37: Cc1cc(-c2ccco2)n(CC(=O)NCCN(C)C)n1
38: O=C(CCC1CCCCC1)Nc1c[nH]c(=O)[nH]c1=O
39: N#CC1=C(N)Oc2cc3c(cc2C1c1ccc(Cl)cc1)OCO3 (configuration not stated)
40: Nc1nonc1-c1nc2ccccc2n1Cc1ccc(Cl)cc1
41: Cc1nn(-c2nc3ccccc3[nH]2)c(N)c1-c1ccccc1
42: CC1C(C#N)=C(N)OC2=C1C(=O)CC(C)(C)C2 (configuration not stated)

Screen / compound no.,37,38,39,40,41,42
ROCK2 blocker,-15,x,-2,7,3,4
TNAP act DEA,0.9,x,0.9,1,1.1,0.9
HEK293 NFkB inh,23,9,14,12,-77,12
MKP-1 inh,13,8,3,-11,2,3
MMP-13 inhibitor,-1,8,1,4,2,0
PKA inh,-15,3,5,5,4,7
Jurkat viability,5,x,-1,2,-2,-5
Cdc25B block,-12,2,-6,-4,3,4
JNK3 blocker,5,x,2,-9,5,1

# Given with tabs: part of the list above
no.	molecule	ROCK2 blocker	TNAP act DEA	HEK293 NFkB inh	MKP-1 inh	MMP-13 inhibitor	PKA inh	Jurkat viability	Cdc25B block	JNK3 blocker
40	Nc1nonc1-c1nc2ccccc2n1Cc1ccc(Cl)cc1	7	1	12	-11	4	5	2	-4	-9
42	CC1C(C#N)=C(N)OC2=C1C(=O)CC(C)(C)C2 (configuration not stated)	4	0.9	12	3	0	7	-5	4	1
38	O=C(CCC1CCCCC1)Nc1c[nH]c(=O)[nH]c1=O	x	x	9	8	8	3	x	2	x
39	N#CC1=C(N)Oc2cc3c(cc2C1c1ccc(Cl)cc1)OCO3 (configuration not stated)	-2	0.9	14	3	1	5	-1	-6	2
37	Cc1cc(-c2ccco2)n(CC(=O)NCCN(C)C)n1	-15	0.9	23	13	-1	-15	5	-12	5
41	Cc1nn(-c2nc3ccccc3[nH]2)c(N)c1-c1ccccc1	3	1.1	-77	2	2	4	-2	3	5

# (next part)
43: CCOC(=O)c1ccc(N2C(=O)c3n[nH]c(C)c3C2c2ccccc2)cc1 (configuration not stated)
44: CN(C)C(=O)CN1C(=O)C2CCCCN2C(=O)c2ccccc21 (configuration not stated)
45: COC(=O)c1ccccc1NC(=O)N1c2ccccc2CC1C (configuration not stated)
46: CCN(CC)CCCNC(=O)c1cc2c(=O)n(C)c3ccccc3c2n1C
47: CCOC(=O)N1CCN(C(=O)c2oc3ccc(S(=O)(=O)N4CCCCCC4)cc3c2C)CC1
48: O=S(=O)(NC1=NCCCCC1)c1cccs1

Screen / compound no.,43,44,45,46,47,48
ROCK2 blocker,0,3,-1,1,x,x
TNAP act DEA,1,1,0.9,1,0.9,0.9
HEK293 NFkB inh,22,16,5,23,15,7
MKP-1 inh,20,-8,1,12,x,3
MMP-13 inhibitor,5,-4,2,-39,3,1
PKA inh,4,5,8,-9,6,-3
Jurkat viability,-1,-6,1,-2,x,x
Cdc25B block,4,-4,0,-4,x,-5
JNK3 blocker,-1,-1,-4,1,x,x

49: N#CC1=C(N)Oc2cc(O)ccc2C1C1CCCCC1 (configuration not stated)
50: Cc1cc(NS(=O)(=O)c2ccc(NC(=O)Nc3cccc(Cl)c3)cc2)no1
51: CN1CCN(C(=O)c2cc3c(n(-c4ccccc4)c2=O)CC(C)(C)CC3=O)CC1
52: C=C1C(C(=O)N2CCOCC2)C1C(=O)N1CCOCC1 (configuration not stated)
53: CC(C)C(c1nnnn1C1CCCCC1)N1CCOCC1 (configuration not stated)
54: Cc1ccc2c(c1)c1ncnc(N3CCN(c4ccccc4)CC3)c1n2C

Screen / compound no.,49,50,51,52,53,54
ROCK2 blocker,x,4,4,3,2,-5
TNAP act DEA,0.9,0.8,0.9,0.9,0.9,0.9
HEK293 NFkB inh,16,11,7,-7,1,12
MKP-1 inh,-5,28,-2,8,6,-1
MMP-13 inhibitor,-3,6,1,0,-8,-26
PKA inh,3,0,8,1,4,2
Jurkat viability,x,-10,-3,0,-1,-9
Cdc25B block,-6,4,-8,-6,-6,1
JNK3 blocker,x,-1,-5,-2,2,4

55: CCCc1[nH]nc2c1C(C1CCCCC1)C(C#N)=C(N)O2 (configuration not stated)
56: Cn1c2c(c(=O)n(C)c1=O)C1c3ccccc3OCC1C(C)(C)O2 (configuration not stated)
57: CC(C)C(c1nnnn1Cc1ccccc1)N1CCN(Cc2ccc3c(c2)OCO3)CC1 (configuration not stated)
58: CCOC(=O)C1CCN(Cc2coc3ccc(Cl)cc3c2=O)CC1
59: CCc1c(C)nc(N)n2c(SCC(=O)N3CCCc4ccccc43)nnc12
60: Cc1ccc(NC(=O)COC(=O)c2ccc3c(c2)NC(=O)C2CCCN32)cc1 (configuration not stated)
61: COc1ccc(N2CCN(C(=O)CSc3ncnc4c3cnn4-c3ccc(OC)cc3)CC2)cc1

Screen / compound no.,55,56,57,58,59,60,61
ROCK2 blocker,2,5,-2,0,2,2,-6
TNAP act DEA,0.8,1,0.9,0.9,0.8,1,0.9
HEK293 NFkB inh,13,0,2,16,-8,2,19
MKP-1 inh,11,1,10,2,-3,33,18
MMP-13 inhibitor,1,1,4,-2,-4,-3,-2
PKA inh,6,6,-1,1,7,7,-4
Jurkat viability,-5,-3,11,0,-3,-6,14
Cdc25B block,4,-13,-7,-11,-5,1,-9
JNK3 blocker,-1,-6,-10,-2,5,-1,4

# Random draw from the library. About 1.9% of those tested had a hit in this group.
